# Screening results (PubChem BioAssay)
# FID counter: counter-screen for HCV NS3 helicase inhibitors: DNA intercalator displacement; DNA fluorescent intercalator displacement, fluorescence; actives 0.17% (n = 290,000); AID 1845; inhibition, % at 7.9 µM; in the data active = inhibition above about 37%;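 also: 0% = vehicle and 100% = reference compound; higher means more ethidium bromide displaced from hairpin DNA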
# IDE cell activ: boosts human insulin-degrading enzyme activity in HEK cells. P14735. FAbeta-B cleavage, fluorescence polarization; 0% vehicle, 100% cell-free pure enzyme wells. activation, % at 5.96 µM. actives 0.073% (n = 340,000). AID 493087;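 active = activation above the mean of all tested compounds plus 3 SD, set per screening campaign, cut at about 17% in these data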
# UBC9 SUMO inh: inhibitors of human SUMOylation (UBC9); HTRF SUMOylation assay, SAE1/SAE2 + UBC9, in vitro; actives 0.36% (n = 290,000); inhibition, % at 35 µM; in the data active = inhibition above about 50%, passing the limit was not always enough; also: strong numbers were not always called active
# PfM18AAP inh: blocks P. falciparum M18 aspartyl aminopeptidase; inhibition, % at 7.35 µM; recombinant PfM18AAP, H-Glu-NHMec fluorogenic cleavage; AID 1822; actives 1.2% (n = 290,000);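 active = inhibition above the campaign mean inhibition over all tested compounds plus 3 SD, cut at about 28% in these data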;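 also: 0% = plate median of test compound wells and 100% = 2 mM ZnCl2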
# VIM-2 inh: blocks Pseudomonas aeruginosa VIM-2 metallo-beta-lactamase; purified VIM-2, nitrocefin hydrolysis, epi-absorbance fluorescence; inhibition, % at 5.6 µM; actives 0.89% (n = 290,000);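 active = inhibition above the mean of all tested compounds plus 3 SD, cutoff set per screening run, cut at about 7.5% in these data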;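 also: red hydrolysis product quenches plate fluorescence so inhibitors raise well fluorescence; 0% = enzyme with DMSO and 100% = DMSO without enzyme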
# IDE cell inh: cellular human IDE inhibition; HEK cells, FAbetaB cleavage, fluorescence polarization; inhibition, % at 5.59 µM; actives 0.41% (n = 320,000);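 active = percent inhibition above the average of all tested compounds plus 3 SD, set per screening campaign, cut at about 16% in these data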;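 also: IDE supplied by intact live HEK cells; FP after avidin binding of uncleaved biotin substrate so inhibition keeps polarization high; 0% = DMSO wells and 100% = 60 µM reference IDE inhibitor Ii1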
# IMP-1 inh: blocks Pseudomonas aeruginosa IMP-1 metallo-beta-lactamase; inhibition, % at 5.6 µM; actives 0.45% (n = 290,000); purified IMP-1, nitrocefin hydrolysis, epi-absorbance fluorescence; AID 1556;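 active = inhibition above the mean plus 3 SD of all compounds in the same screening run, cut at about 4.5% in these data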;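 also: 0% = IMP-1 with DMSO and 100% = DMSO wells lacking enzyme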
#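 System: purified IMP-1; amount: IMP-1 0.2 nM before substrate addition; compound: single dose, 5.6 µM; times: 25 °C, 15 min preincubation, 25 min reaction; signal: Epi-absorbance via hydrolysed-nitrocefin quenching of white-plate fluorescence, 480/530 nm, EDTA stop; benchmarks: DMSO with and without IMP-1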
# p-CIP stab down: p/CIP protein destabilization; decrease of EGFP signal, % at 10 µM; F442A p/CIP-EGFP cells, EGFP fluorescence, 16 h; Q05BA5; actives 0.01% (n = 290,000); AID 1984;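 active = EGFP signal decrease of at least 30% at 10 µM or well 3 SD below plate mean, unless failing retest; inactive = the rest, including hits failing retest or dose response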; also: some compounds called inactive have numbers as strong as hits; many of its hits are not listed in these tables
# Target sequence (Q05BA5 1-1403): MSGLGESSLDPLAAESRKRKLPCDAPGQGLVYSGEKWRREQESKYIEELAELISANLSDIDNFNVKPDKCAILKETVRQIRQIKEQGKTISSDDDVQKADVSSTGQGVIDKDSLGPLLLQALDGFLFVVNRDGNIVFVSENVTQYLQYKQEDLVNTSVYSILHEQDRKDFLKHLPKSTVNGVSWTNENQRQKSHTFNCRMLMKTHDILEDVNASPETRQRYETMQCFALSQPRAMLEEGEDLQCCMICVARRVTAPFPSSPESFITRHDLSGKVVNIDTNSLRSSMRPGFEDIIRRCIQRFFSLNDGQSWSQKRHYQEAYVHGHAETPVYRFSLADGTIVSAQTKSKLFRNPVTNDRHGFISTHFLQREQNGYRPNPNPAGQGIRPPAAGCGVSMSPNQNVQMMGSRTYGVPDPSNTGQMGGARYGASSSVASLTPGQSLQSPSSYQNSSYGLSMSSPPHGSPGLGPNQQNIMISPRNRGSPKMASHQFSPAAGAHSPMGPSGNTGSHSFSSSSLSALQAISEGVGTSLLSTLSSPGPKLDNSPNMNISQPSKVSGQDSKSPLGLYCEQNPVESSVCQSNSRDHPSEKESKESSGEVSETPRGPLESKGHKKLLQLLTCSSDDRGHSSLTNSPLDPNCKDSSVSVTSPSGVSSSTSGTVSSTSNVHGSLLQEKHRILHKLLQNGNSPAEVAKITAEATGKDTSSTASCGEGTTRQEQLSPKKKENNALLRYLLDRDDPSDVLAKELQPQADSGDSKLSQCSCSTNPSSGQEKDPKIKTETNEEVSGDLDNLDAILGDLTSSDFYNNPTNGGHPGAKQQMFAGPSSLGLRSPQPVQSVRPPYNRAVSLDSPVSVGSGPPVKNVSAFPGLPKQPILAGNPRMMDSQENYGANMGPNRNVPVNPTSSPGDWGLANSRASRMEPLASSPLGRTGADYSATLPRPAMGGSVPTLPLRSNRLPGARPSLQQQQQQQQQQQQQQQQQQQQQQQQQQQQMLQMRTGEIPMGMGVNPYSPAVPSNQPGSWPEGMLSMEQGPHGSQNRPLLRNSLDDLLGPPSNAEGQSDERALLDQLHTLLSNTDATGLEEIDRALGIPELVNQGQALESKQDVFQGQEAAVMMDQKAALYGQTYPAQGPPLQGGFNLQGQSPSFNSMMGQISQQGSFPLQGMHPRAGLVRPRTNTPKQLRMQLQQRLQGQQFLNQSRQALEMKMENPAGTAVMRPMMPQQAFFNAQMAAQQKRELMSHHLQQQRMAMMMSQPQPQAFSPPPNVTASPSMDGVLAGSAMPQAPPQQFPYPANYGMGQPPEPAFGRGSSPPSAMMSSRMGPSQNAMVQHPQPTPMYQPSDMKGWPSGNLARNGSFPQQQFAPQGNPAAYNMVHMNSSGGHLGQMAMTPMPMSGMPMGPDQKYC
# HCV NS3 hel inh: inhibitors of Hepatitis C virus NS3 helicase; actives 0.56% (n = 290,000); AID 1800; inhibition, % at 10.9 µM; NS3 helicase DNA unwinding, Cy5 molecular beacon fluorescence;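 active = inhibition above the mean of all tested compounds plus 3 SD, set per campaign, cut at about 35% in these data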;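 also: 0% = DMSO wells and 100% = thioflavine S control wells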
#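 Compound dosing – single dose, 10.9 µM nominal final, DMSO 0.8% final · System – NS3 helicase fragment of HCV · Buffer or medium – MOPS pH 6.5, MgCl2, DTT, Tween20, BSA · Signal – Cy5 beacon fluorescence read at start and 1 h · Also added – annealed dual-labelled DNA beacon duplex, ATP-started · Schedule – 1 h at 25 °C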
# An asterisk follows results filed as active; . = not tested or not shown; & = joins results of further samples.
SMILES,FID counter,IDE cell activ,UBC9 SUMO inh,PfM18AAP inh,VIM-2 inh,IDE cell inh,IMP-1 inh,p-CIP stab down,HCV NS3 hel inh
COc1cc(NC(=O)COC(=O)/C=C/c2ccc(O)c(OC)c2)cc(OC)c1,-13,4,-18,8,1.8,6,-3.5,2,-10
CCOc1ccc(OCC)c(-c2c(=O)n(OCc3ccccc3Br)c3ccccc3[n+]2[O-])c1,-2,-4,4,2,-1.0,0,-3.9,-6,3
COc1cc(CC(=O)Nc2nc(C)cs2)cc(OC)c1OC,-7,-3,-1,1,-0.7,4,-4.3,-13,2
Cc1ccc(NC(=O)c2ccc3snnc3c2)cc1,-13,7,1,-3,-0.8,-3,-0.3,4,-6
Cc1ccc(-c2nn(CC(=O)N3CCOCC3)c(=O)c3ccccc23)cc1S(=O)(=O)N(C)C,-25,5,-3,2,-1.8,7,-3.2,10,-1
COc1c(C)cc(NC(=O)c2ccc3c(c2)NC(=O)CO3)cc1C,-17,-2,13,5,-5.9,0,-3.7,-14,3
Nc1nonc1-n1nnc(C(=O)N/N=C/c2cccc(Cl)c2)c1-c1ccc2c(c1)OCO2,-21,-20,12,-1,-2.0,8,-2.7,-21,-10
COc1ccc(N(C)S(=O)(=O)c2cccc(C(=O)Nc3ccc(OC)nc3)c2)cc1,-12,.,6,-16,-0.5,0,-3.1,-5,-11
C/C(=N/NC(=O)CN1CCN(S(=O)(=O)c2ccc(Br)cc2)CC1)c1cccnc1,-11,-2,-2,-7,-5.1,1,-4.4,-3,16
COc1cc(C(=O)NC(=S)Nc2ccccc2N2CCOCC2)cc(OC)c1OC,-37,-2,1,11,-3.7,-1,-2.3,-11,-13
COc1ccc(NC(=S)N/N=C2/CCCc3c(C)cc(C)cc32)cc1,-2,8,-17,-2,-3.9,-3,-2.3,0,2
CSCCC(C(=O)OCC(=O)c1ccc(C)c(C)c1)N1C(=O)c2ccccc2C1=O (configuration not stated),-10,4,-16,6,-3.5,-1,-1.9,-5,-7
COc1cc(C2C(C#N)=C(N)N(Nc3ccccc3)C3=C2C(=O)CC(C)(C)C3)ccc1OCc1cccc(F)c1 (configuration not stated),-16,-5,5,7,-8.3,2,-1.4,-10,-3
Cc1ccc(S(=O)(=O)C2(C(=O)Nc3cccc(F)c3)CC2)cc1,-1,7,4,-1,-4.1,-3,-2.1,-2,-6
COc1ccc(N2CCN(C(=O)CSc3nnc4n3C(C)(C)Cc3ccccc3-4)CC2)cc1,-5,3,15,-7,-1.7,2,-2.5,-12,3
CCOc1ccc(NC(=O)CNC(=O)c2cccs2)cc1,-2,5,12,-11,-2.0,1,-0.4,-4,4
Cc1sc(NC(=O)C(C)C)c(C(=O)Nc2ccccc2)c1C,-15,5,-18,-4,-4.3,-1,-3.8,-10,-8
CC(=O)c1cc2c(cc1NS(=O)(=O)c1ccccc1C)OCO2,0,.,6,-3,-0.2,6,-1.5,-15,0
COC(=O)c1ccc(NC(=O)CCN2CCCCC2)cc1,8&4,1&4,17&-6,1&1,-0.1&-2.2,0&-2,-3.4&-0.1,-20&8,-2&6
C=CCOc1cccc(C2/C(=C(/O)c3ccc(F)cc3)C(=O)C(=O)N2CCN2CCOCC2)c1 (configuration not stated),-18,0,-7,10,0.6,6,-4.2,0,0
COc1cccc(NC(=O)CN(C)C(C)C(=O)Nc2ccc(S(=O)(=O)N3CCOCC3)cc2)c1 (configuration not stated),-25,-6,11,0,-4.8,-8,-4.2,-7,-12
CN(C)C(/C=C/Nc1ccc([N+](=O)[O-])cc1)=C(C#N)C#N,6,6,10,-1,-4.6,2,-4.0,11,4
COC(=O)C(C)n1cnc2c(nnn2Cc2ccc(Cl)cc2)c1=O (configuration not stated),-2,1,26,0,-3.3,0,-3.7,-34,-1
CCC(C)N1C(=O)S/C(=C/c2ccc3c(c2)n(C)c(=O)n3C)C1=O (configuration not stated),-7,9,19,-5,-0.6,8,0.1,-6,-17
O=C(NCCCN1CCCC1)c1cc2c(Cl)nc3ccccc3c2s1,22,3,24,-2,22*,0,0.1,7,-1
SMILES,FID counter,IDE cell activ,UBC9 SUMO inh,PfM18AAP inh,VIM-2 inh,IDE cell inh,IMP-1 inh,p-CIP stab down,HCV NS3 hel inh
CC(Oc1cc2oc(=O)c3c(c2cc1Cl)CCCC3)C(=O)NCc1cccnc1 (configuration not stated),-41,-5,3,-4,7.2,1,-1.2,-13,-2
CCc1ccc(C(=O)CSc2nc3ccccc3c(=O)[nH]2)cc1,-19,-1,15,2,-5.1,3,-0.4,-15,3
COc1ccc(CNC(=O)N2CCN(c3ccccc3OC)CC2)cc1,-28,-3,4,2,-1.2,0,-2.2,-4,2
CC(C)(C)C(=O)[C@@H]1[C@@H]2C(=O)N(c3ccc4c(c3)OCCO4)C(=O)[C@@H]2C2c3ccccc3C=CN21 (some centres not stated),-12,-1,8,3,1.2,-1,-1.3,-2,5
Nc1cc[n+](CC(=O)c2ccccc2)cc1,3,3,20,-12,-0.3,-7,-2.5,-5,-3
NNc1nc(-c2ccccc2Cl)c2cc(Br)ccc2n1,-4,-3,-10,32*,-1.3,3,-1.1,-4,-5
Cc1ccc(S(=O)(=O)N2CCN(c3cnn(-c4ccccc4)c(=O)c3Cl)CC2)cc1,6,-3,-6,-3,-2.1,-1,-0.4,-4,-15
O=C(Cn1c2c(c(-c3ccccc3Cl)cc1=O)CCC2)NCCCN1CCOCC1,5,4,-10,1,-2.0,-3,-2.2,0,-9
O=C(Nc1ccccc1-c1nnn(CC(=O)N2CCCc3ccccc32)n1)c1ccco1,-12,-4,-1,2,5.0,-7,-1.4,-21,-6
CCOc1ccc(NC(=O)CCCn2nc(C)c3c(C)n(-c4ccccc4)nc3c2=O)cc1,-51,4,2,1,-0.6,-2,-1.8,-8,3
O=C(Cn1c(-c2ccccc2Cl)nc2ccccc21)Nc1cccc(Cl)c1,-12,1,-9,-9,0.2,0,-0.5,3,7
CC(C)(C)c1ccc(C(=O)Nc2ccc3c(c2)C(=O)NC3=O)cc1,-4,5,16,4,-0.7,3,-1.9,2,7
CCOC(=O)N1CCN(C(=O)COc2ccc3ccccc3c2Br)CC1,-62,-2,16,-6,-2.0,.,-2.6,-20,-8
O=C(Cc1sc(-c2ccccc2)nc1-c1ccccc1)Nc1ccc(Cl)cc1,2,6,-37,-6,-4.0,5,-3.9,-3,-6
Cc1ccc(NC(=O)c2ccc(OC(F)(F)F)cc2)cc1S(=O)(=O)N(C)C,-13,-1,-19,-2,-1.4,2,-1.0,1,15
Cc1ccccc1NC(=S)NCc1ccc2c(c1)cc(C)n2C,-2,7,12,-4,-4.8,4,43*,-3,2
Cc1cc(C)cc(NC(=O)CCN2C(=O)c3ccccc3C2=O)c1,-5,2,-12,-6,-2.9,.,0.1,8,6
CC(=O)C1=C(C)NC(=O)NC1c1ccccc1OCC(=O)NCCc1ccccc1 (configuration not stated),-19,-2,13,-3,-1.2,-5,2.0,-6,1
O=C(Oc1cccc2cccnc12)c1ccco1,3,-1,-37,-1,-2.1,-2,-3.6,2,2
CCCCC1N2CC3([N+](=O)[O-])CN1CC([N+](=O)[O-])(C2)C3(C)C (configuration not stated),-3,3,4,-1,-2.8,-3,-1.1,-4,1
CCN(CC)S(=O)(=O)c1cccc(C(=O)Nc2cccc(C)c2)c1,-18,-1,8,1,-4.0,-1,-4.2,-11,-3
COC(=O)c1cc(C(=O)OCC(=O)NCc2ccc3c(c2)OCO3)cc([N+](=O)[O-])c1,4,4,6,-1,-3.0,11,-0.2,-9,-12
CCC(C)N(C(=O)COC(=O)CSc1ccc([N+](=O)[O-])cc1)C1CCS(=O)(=O)C1 (configuration not stated),-10,6,19,-6,-1.1,.,-1.8,-7,6
CSCC[C@H](NC(=O)OC(C)(C)C)c1nnc(SCc2cccc(F)c2)o1,-31,6,13,1,-3.2,-2,-1.7,1,-4
Cn1c(SCC(=O)Nc2cc(Cl)cc(Cl)c2)nnc1-c1ccc2nonc2c1,1,.,23,2,-2.7,8,-3.5,-10,-6
SMILES,FID counter,IDE cell activ,UBC9 SUMO inh,PfM18AAP inh,VIM-2 inh,IDE cell inh,IMP-1 inh,p-CIP stab down,HCV NS3 hel inh
CC1CCN(c2ccc([N+](=O)[O-])cn2)CC1,4,-1,10,10,-2.2,2,1.5,-14,2
CN1CCc2c1nc1ccccc1c2NC(=O)CN1CCCC1,16,1,13,3,-1.3,-2,-0.6,0,1
Cc1ccc(C(=O)N2CCN(c3ccc([N+](=O)[O-])c(N4CCOCC4)c3)CC2)cc1,-30,-3,-3,-5,-0.8,1,0.0,10,10
S=c1[nH]nc(-c2cccs2)n1C1CCCCC1,-11,.,5,-3,42*,-6,-0.3,-16,16
CN(CCC1CCOCC1)C(=O)CC1C(=O)NCCN1Cc1ccccc1F (configuration not stated),-20,6,7,10,-2.9,3,-2.2,-6,0
COc1ccc2nc(NCCO)[nH]c2c1,3,0,20,-22,1.3,3,-0.6,-11,-5
O=c1c2ccc(Cl)cc2nc2n1CC/C2=C\c1cccc(O)c1,-6,5,-27,5,-0.7,4,-1.9,10,0
CC(C)CNC(=O)C(=O)NCC(c1ccc2c(c1)OCO2)N1CCOCC1 (configuration not stated),-16,4,-11,-5,-3.9,9,-4.5,-7,16
CCC(=O)Nc1ccc(Cl)c(NC(=S)NC(=O)c2ccco2)c1,-1,6,-6,7,-1.3,-2,-0.8,8,9
Cc1ccc(NS(=O)(=O)c2cccc(C(=O)O)c2)cc1S(=O)(=O)N1CCCCC1,-29,0,4,6,-0.2,2,1.9,-3,11
COCCn1nnnc1C(c1cc2c(C)cc(C)cc2[nH]c1=O)N1CCCCCC1 (configuration not stated),-8,0,37,-8,-2.4,-2,-2.2,-6,7
Cc1cccc(NC(=S)NC(=O)c2ccc(Br)o2)c1,0,4,18,3,-1.4,0,-1.3,-3,10
O=C(NC12CC3CC(CC(C3)C1)C2)c1cncc(O)c1,-4,1,4,7,-3.4,-6,-4.5,-8,3
COc1ccc(Cl)cc1NC(=O)CSc1nnc(-c2ccncc2)n1CC1CCCO1 (configuration not stated),-25,-3,10,-7,-1.6,5,-0.2,-8,-2
Cc1ccn(S(=O)(=O)c2ccc(C(C)(C)C)cc2)n1,-8,4,12,-4,-2.2,4,-3.5,-7,-1
COc1ccccc1/C=C1/SC(=S)N(C(C)C(=O)NC2C=CS(=O)(=O)C2)C1=O (configuration not stated),-41,3,.,24,-1.9,6,1.4,-16,19
COc1ccc(-n2c(SCC(=O)Nc3cccc(S(N)(=O)=O)c3)nc3ccccc3c2=O)cc1OC,-30,-8,1,4,-3.3,0,-2.5,-1,-16

# Results in VIM-2 inh and UBC9 SUMO inh, for some of the entries so far:
Compound	VIM-2 inh	UBC9 SUMO inh
CC1CCN(c2ccc([N+](=O)[O-])cn2)CC1	-2.2	10
COCCn1nnnc1C(c1cc2c(C)cc(C)cc2[nH]c1=O)N1CCCCCC1 (configuration not stated)	-2.4	37
